From PubChem
APOBEC3A inh – human APOBEC3A DNA deaminase inhibition. P31941. recombinant A3A, FAM/TAMRA ssDNA deamination fluorescence. inhibition, % at 20 µM. 330,000 tested, 0.41% active;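 active means at least 40% inhibition at 20 µM here, with at most 30% in a related deaminase screen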;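 further: plate controls were A3A with DMSO for no effect and wells lacking A3A enzyme for full effect; some results filed as inactive read as strong as hits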
Target sequence (P31941 whole entry, looked up): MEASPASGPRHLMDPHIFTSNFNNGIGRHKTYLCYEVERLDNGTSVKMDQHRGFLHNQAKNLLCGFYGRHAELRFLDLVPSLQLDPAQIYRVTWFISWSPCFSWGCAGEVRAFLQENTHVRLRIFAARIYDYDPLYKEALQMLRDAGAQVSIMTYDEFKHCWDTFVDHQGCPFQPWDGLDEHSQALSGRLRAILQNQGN
hIAP activ – human IAP activation; 330,000 tested, 0.16% active; P09923; activation factor at 10 µM; purified human IAP, CDP-Star luminescence, 30 min; active compounds read high; 1 = vehicle-only enzyme, 0 = enzyme-free background; AID 2524;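 active means activation factor of the enzyme at least 2-fold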; further: the source names both 10 and 20 µM as test concentration; values of inactives mirror those of a sister screen read the other way
Target sequence (P09923 whole entry, looked up): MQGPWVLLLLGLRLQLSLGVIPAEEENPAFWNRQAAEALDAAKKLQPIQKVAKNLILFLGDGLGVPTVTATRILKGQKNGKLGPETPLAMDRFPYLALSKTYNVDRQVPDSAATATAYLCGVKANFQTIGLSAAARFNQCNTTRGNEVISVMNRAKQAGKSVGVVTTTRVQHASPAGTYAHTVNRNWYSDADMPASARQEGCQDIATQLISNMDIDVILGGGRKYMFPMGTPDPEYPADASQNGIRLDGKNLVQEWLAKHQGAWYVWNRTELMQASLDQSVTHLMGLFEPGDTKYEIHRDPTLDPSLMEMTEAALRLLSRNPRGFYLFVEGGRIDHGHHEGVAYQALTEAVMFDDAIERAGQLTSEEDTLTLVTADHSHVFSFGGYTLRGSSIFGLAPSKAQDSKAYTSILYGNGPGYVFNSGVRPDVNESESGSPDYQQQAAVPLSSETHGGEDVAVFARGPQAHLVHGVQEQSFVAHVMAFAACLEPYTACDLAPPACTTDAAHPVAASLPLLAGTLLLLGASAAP
mIAP activ – mouse IAP activation. muIAP, CDP-Star luminescence, 30 min; active compounds read high; 1 = vehicle-only enzyme signal, 0 = enzyme-free wells. activation factor at 10 µM. 330,000 tested, 0.24% active. AID 2805;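 active means activation factor of at least 2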; further: the source names both 10 and 20 µM as test concentration; values of inactives mirror those of a sister screen read the other way
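also added = chemiluminescent substrate CDP-Star | test system = mouse IAP enzyme | signal = chemiluminescence readout | compound = DMSO-dissolved test compounds | incubation = 30 min at room temperature | benchmarks = DMSO wells, no-enzyme wells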
PfG6PD inh – PfG6PD (Plasmodium falciparum) enzyme inhibition. PfGluPho enzyme, NADPH resazurin-diaphorase fluorescence. 350,000 tested, 0.78% active. inhibition, % at 20 µM;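 active means inhibition reaching at least a set limit at 20 µM in the primary screen, cut at about 59% in these data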;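 further: 0% = DMSO wells with substrate and 100% = DMSO wells lacking glucose-6-phosphate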
mIAP inh – mouse IAP inhibition; 330,000 tested, 0.2% active; inhibition, % at 10 µM; purified mouse IAP, CDP-Star luminescence, 30 min;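 active means inhibition of at least 40% at 10 µM in the primary screen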;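 further: plate controls were DMSO with enzyme for no effect and no enzyme wells for full effect; values of inactives mirror those of a sister screen read the other way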
HKDC1 inh – inhibitors of human hexokinase HKDC1 | recombinant HKDC1, G6PDH/diaphorase resazurin coupled fluorescence | inhibition, % at 20 µM | 340,000 tested, 0.16% active | AID 493160;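 active means inhibition above about 35% when tested at 20 µM, limit read from the data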;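 further: plate controls were DMSO wells with enzyme for no effect and DMSO wells lacking enzyme for full effect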
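Assay system: in-house recombinant HK5 (HKDC1) enzyme. Input: HKDC1 at 5 µg/mL. Medium: Tris pH 8.0 buffer with MgCl2, Tween-20, BSA, BME. Dosing: single 20 µM dose. Schedule: 90 min reaction incubation at room temperature, dark. Signal: resazurin-to-resorufin fluorescence via G6PDH and diaphorase coupling, 525/613 nm. Controls: DMSO-enzyme wells negative, buffer-substituted wells positive.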
ATG4B inh – inhibitors of human ATG4B cysteine protease | Q9Y4P1 | ATG4B cleavage of LC3-PLA2, NBD-HPC fluorescence, 1 h | inhibition, % at 8.33 µM | 340,000 tested, 0.51% active; in the data active means inhibition above about 40%
Target sequence (Q9Y4P1 whole entry, looked up): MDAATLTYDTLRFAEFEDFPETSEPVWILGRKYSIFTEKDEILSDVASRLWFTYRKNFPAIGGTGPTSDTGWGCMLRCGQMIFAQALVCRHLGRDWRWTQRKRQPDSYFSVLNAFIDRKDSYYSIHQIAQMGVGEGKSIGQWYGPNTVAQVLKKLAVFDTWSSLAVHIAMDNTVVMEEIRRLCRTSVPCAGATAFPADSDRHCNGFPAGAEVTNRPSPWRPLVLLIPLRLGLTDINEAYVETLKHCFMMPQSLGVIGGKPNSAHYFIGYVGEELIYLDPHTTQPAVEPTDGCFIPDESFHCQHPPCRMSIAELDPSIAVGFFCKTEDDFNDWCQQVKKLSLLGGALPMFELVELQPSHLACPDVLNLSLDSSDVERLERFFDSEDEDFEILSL
hIAP block – human IAP inhibition; P09923; purified IAP, CDP-Star luminescence, 30 min; inhibition, % at 10 µM; 330,000 tested, 0.12% active; AID 2544;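 active means inhibition reaching a set limit with compound at 10 µM in the primary screen, cut at about 35% in these data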;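 further: plate controls were DMSO wells with enzyme for no effect and no-enzyme buffer wells for full effect; values of inactives mirror those of a sister screen read the other way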
An asterisk follows results filed as active; nt = not tested or not shown.

hIAP activ | PfG6PD inh | APOBEC3A inh | ATG4B inh | HKDC1 inh | mIAP activ | mIAP inh | hIAP block | mol
0.85 | -14 | -1 | 7 | -1 | 1 | -1 | 15 | C=CCn1c(SCc2cccc(F)c2)nc2cc(C(=O)N3CCC(C(N)=O)CC3)ccc2c1=O
1 | 9 | -1 | 4 | -2 | 0.86 | 14 | -3 | CCOC(=O)c1ccc(NC(=O)Cn2cc3c(n2)CCC(C)C3)cc1 (stereo not given)
1.1 | 0 | 5 | 36 | 2 | 1.1 | -5 | -8 | Cc1cccc(C(=O)N/N=C/c2coc3ccccc3c2=O)c1
0.95 | -9 | 1 | 1 | -1 | 0.91 | 9 | 5 | Cc1ccc(NC(=O)Cn2ccsc2=N)cc1S(=O)(=O)N(C)C
0.87 | 8 | -3 | -8 | 3 | 0.86 | 14 | 13 | CCOC(=O)c1ccc(N=C2SC(C(=O)NC)CC(=O)N2CCc2ccccc2)cc1 (stereo not given)
1 | 13 | -2 | 3 | -5 | 1 | -2 | -4 | Cc1c(C(=O)N2CCN(c3ncccn3)CC2)sc2nc3n(c(=O)c12)CCCC3
1.1 | 1 | -2 | -3 | -6 | 1 | -3 | -12 | CC(=O)OC(C(=O)NC1CCCCC1)c1ccc(Cl)cc1 (stereo not given)
0.99 | 9 | 64* | -4 | -3 | 0.6 | 40* | 1 | COc1ccc(N=C2NC(=O)/C(=C\c3ccco3)S2)cc1
1 | 4 | -3 | 0 | 1 | 0.96 | 4 | -4 | Cc1cccc(CCNCc2c(C(=O)O)c(C)n(-c3ccccc3)c2C)c1
1 | nt | -1 | nt | nt | 1 | -4 | -5 | Cc1cc(S(=O)(=O)Nc2ccc(C(=O)NCC3CCCO3)cc2)ccc1F (stereo not given)
1 | 34 | -4 | 5 | -6 | 1 | -2 | -1 | Cc1cc(NC(=O)CCC(=O)N(c2ccccc2)C(C(=O)NC2CCCC2)c2ccccc2C)no1 (stereo not given)
0.91 | -8 | -2 | -9 | -8 | 0.99 | 1 | 9 | CC(C)N=C1CC(C)(C)CC(=O)/C1=C(/O)CCCN1C(=O)c2ccccc2C1=O
0.84 | 11 | -1 | -2 | -2 | 0.96 | 4 | 16 | CC1CCN(S(=O)(=O)c2ccc(Cl)cc2)CC1
nt | 17 | 1 | -3 | -3 | 0.94 | 6 | nt | COc1ccc(-c2cccc(-c3cc(=O)oc4cc(OC)cc(OC)c34)c2)cc1
0.9 | 6 | -5 | 1 | 9 | 1 | -2 | 10 | CCN(CC)c1ccc(NC(=O)c2cccc(F)c2)c(C)c1
1.3 | 2 | -4 | 4 | 0 | 1 | -3 | -31 | COC(=O)Cc1ccc(NC(=O)c2ccc3c(c2)C(=O)N(Cc2cccnc2)C3=O)cc1
1.2 | -18 | 4 | 32 | 11 | 1.1 | -13 | -19 | Cc1ccccc1Cn1ccc(NC(=O)c2cnn3c2NC(c2ccccc2)CC3C(F)(F)F)n1 (stereo not given)
1.5 | 0 | -3 | 11 | -2 | 1.1 | -9 | -54 | Cc1ccc(C(C)C)c(OCC(=O)NNC(=O)C(C(C)C)N2C(=O)c3ccccc3C2=O)c1 (stereo not given)
0.76 | 14 | 1 | -18 | -2 | 0.89 | 11 | 24 | COC(=O)/C(=C\c1ccc2c(c1)c1ccccc1n2C)NC(=O)c1ccccc1
1 | 6 | -2 | -23 | -3 | 1.1 | -5 | -4 | C=CCN1c2ccccc2[C@]23C[C@@H](C(=O)OC)N=C2NC(C(=O)OC)=C(C(=O)OC)[C@H]13
1.2 | -5 | -2 | 3 | -5 | 0.92 | 8 | -19 | CCOc1ccc(-n2c(O)cc(=O)[nH]c2=O)cc1
0.89 | 8 | -2 | -16 | -2 | 0.99 | 0 | 11 | CCOc1ccc(C(=O)CCC(=O)NCC(=O)OCc2ccccc2)cc1OCC
1 | 17 | 3 | 12 | -4 | 1.1 | -6 | -1 | COc1cccc(C2=NN(C(=O)c3ccc(C)o3)C(O)(C(F)(F)F)C2)c1 (stereo not given)
1 | -10 | -1 | 9 | -5 | 0.93 | 7 | -3 | CCN(c1ccccc1)S(=O)(=O)c1ccc(C(=O)NCc2ccccn2)cc1
0.97 | -12 | -3 | 2 | -3 | 0.95 | 4 | 3 | CN(C)C(=S)Nc1ccc(S(=O)(=O)N2CCCCC2)cc1
1.1 | -4 | -5 | -6 | -4 | 0.98 | 2 | -12 | Cc1nn(-c2ccccc2)c2c1c(C)c(CCC(=O)N1CCOCC1)c(=O)n2C
1.1 | 2 | 1 | -4 | -9 | 1 | -3 | -9 | COc1ccc(CN(CCO)CCO)cc1[N+](=O)[O-]
0.97 | 2 | 7 | 3 | -2 | 0.67 | 33 | 3 | Cc1ccc(C2=NN(C(=O)CSc3nc4ncc(Cl)cc4[nH]3)C(c3ccco3)C2)cc1 (stereo not given)
1 | 7 | -4 | -2 | 3 | 0.98 | 2 | -2 | CC(=O)Nc1ccc(C(=O)OCC(=O)NCc2ccc3c(c2)OCO3)cc1
0.91 | 11 | -2 | -2 | 3 | 0.96 | 4 | 9 | CC(Oc1ccc(F)cc1)C(=O)N(Cc1ccccc1)c1c(N)n(Cc2ccccc2)c(=O)[nH]c1=O (stereo not given)
1.3 | -2 | -1 | 0 | -4 | 0.92 | 8 | -27 | CCCc1cc(=O)oc2cc(C)cc(OC(C)C(=O)NCCCN3CCOCC3)c12 (stereo not given)
0.9 | 15 | -4 | -2 | -9 | 0.86 | 14 | 10 | O=C(Cc1cccs1)N/N=C/C(Cl)=C/c1ccccc1
1.1 | -6 | 7 | -1 | -4 | 0.91 | 10 | -11 | CCn1nnnc1NCc1ccc(SC)cc1
1 | 13 | 5 | -15 | -13 | 0.99 | 1 | 0 | COc1ccc(/C=C2/NC(=O)N(CC(=O)Nc3cccc(C)c3)C2=O)cc1O
0.91 | 11 | -5 | -5 | -7 | 0.85 | 15 | 9 | O=C(Nc1ccc(Cl)cc1)C1=Cc2cc(Cl)ccc2OC1
0.95 | 7 | -1 | -2 | 2 | 1 | -5 | 5 | COc1cccc(C(=O)CSc2nnc(-c3ccco3)n2CC2CCCO2)c1 (stereo not given)
0.99 | 2 | -5 | -1 | -3 | 0.99 | 1 | 1 | COC(=O)c1c(NC(=O)COC(=O)c2ccc(C)s2)sc2c1CCCCC2
1.1 | -8 | 2 | 6 | 10 | 0.9 | 10 | -6 | CCOC(=O)C1=C(C)N=c2s/c(=C\c3ccc(OCC(=O)O)cc3)c(=O)n2C1c1ccc(Cl)cc1 (stereo not given)
nt | 16 | 5 | -7 | 12 | 1 | -3 | nt | COc1ccc(-c2noc(CCCC(=O)N3CCN(c4cc(C)ccc4C)CC3)n2)cc1
0.86 | -18 | 4 | 0 | 4 | 1 | -5 | 14 | CN(C)S(=O)(=O)N1CCN(c2ccc(Cl)cc2)CC1

Profiles from above. Order of values: hIAP activ | PfG6PD inh | APOBEC3A inh | ATG4B inh | HKDC1 inh | mIAP activ | mIAP inh | hIAP block
CC(Oc1ccc(F)cc1)C(=O)N(Cc1ccccc1)c1c(N)n(Cc2ccccc2)c(=O)[nH]c1=O (stereo not given) as listed: 0.91 | 11 | -2 | -2 | 3 | 0.96 | 4 | 9
COc1ccc(/C=C2/NC(=O)N(CC(=O)Nc3cccc(C)c3)C2=O)cc1O as listed: 1 | 13 | 5 | -15 | -13 | 0.99 | 1 | 0
CN(C)S(=O)(=O)N1CCN(c2ccc(Cl)cc2)CC1 as listed: 0.86 | -18 | 4 | 0 | 4 | 1 | -5 | 14

Continuation.
hIAP activ | PfG6PD inh | APOBEC3A inh | ATG4B inh | HKDC1 inh | mIAP activ | mIAP inh | hIAP block | mol
1 | 25 | 1 | -3 | -3 | 0.86 | 14 | -4 | NC(=S)N/N=C/c1ccc(-c2cc(Cl)cc(Cl)c2)o1
1.2 | -28 | -3 | 1 | -6 | 0.85 | 15 | -18 | CC(/C=N/NC(=O)Cc1cc(=O)[nH][nH]1)=C\c1ccccc1
0.83 | 13 | 1 | -3 | 2 | 0.87 | 13 | 17 | N#CCc1nn(-c2ccccc2)c2ncnc(N)c12
1 | 8 | -3 | 1 | 1 | 0.87 | 13 | -2 | Cc1ccc(OCCn2cc(/C(N)=N/O)c3ccccc32)cc1C
0.93 | -18 | 0 | 3 | 13 | 0.88 | 12 | 7 | Clc1ccc(OCCCCCN2CCCC2)c(Br)c1
0.87 | -10 | 2 | 9 | 23 | 0.83 | 17 | 13 | Nc1c(C(=O)O)sc2nc(-c3ccc(F)cc3)cc(-c3ccccc3)c12
1.3 | 11 | 1 | -7 | 1 | 1 | -3 | -27 | Cn1cccc1C(=O)NC(=O)CSc1nnc(C2CC2)n1-c1ccccc1
1.2 | 5 | 0 | -7 | 1 | 1 | -2 | -23 | CN(C)S(=O)(=O)N(CC(=O)NCCSCc1ccc(Cl)cc1)c1ccccc1
1.1 | -17 | -2 | -9 | 1 | 1.8 | -82 | -13 | COCCN1C(=O)c2ccccc2C(C(=O)Nc2ccc3c(c2)OCCO3)C1c1ccc(F)cc1 (stereo not given)
nt | -9 | -1 | -3 | 0 | 1.1 | -9 | nt | CCOC(=O)C1Oc2ccccc2C(C(=O)OC)=C1C(=O)OC (stereo not given)
1.1 | 7 | 1 | -6 | -1 | 0.97 | 3 | -6 | C=CCSc1nnc(-c2cc(C(C)(C)C)nn2Cc2ccc(F)cc2)n1C
1.2 | -14 | -4 | -2 | 4 | 1.1 | -6 | -23 | O=C(NCCc1ccc(Cl)cc1)c1ccc(CS(=O)Cc2ccc(Cl)cc2)o1 (stereo not given)
0.72 | -13 | 8 | 1 | -4 | 1 | -3 | 28 | C=CCc1cccc2cc(C(=O)N3CCOCC3)c(=O)oc12
1.1 | -14 | -4 | -2 | -4 | 0.96 | 4 | -8 | COc1ccc(N2CCN(C(=O)COC(=O)c3ccc(-n4nc(C)cc4C)cc3)CC2)cc1
1.2 | 3 | -4 | 18 | 1 | 0.86 | 14 | -16 | Cc1ccc(C(=O)NC(=S)Nc2ccccc2C(F)(F)F)c(C)c1
1.1 | -4 | -3 | 1 | -5 | 0.89 | 11 | -10 | CN1CCN(c2nc(NCc3ccco3)nc(N)c2[N+](=O)[O-])CC1
1.3 | -40 | -6 | 5 | 2 | 1 | 0 | -34 | CCOC(=O)c1cnc2cc(C)nn2c1C
0.95 | 2 | -2 | 1 | -8 | 0.98 | 2 | 4 | Cc1c(CNC2CCC(C)CC2)c(C(=O)O)c(C)n1Cc1ccccc1 (stereo not given)
1.1 | 20 | 3 | -6 | 0 | 0.98 | 2 | -5 | CC(C)C(=O)c1c(C(C)C)nn2ccccc12
0.84 | 3 | 0 | -3 | -3 | 0.93 | 7 | 16 | CC1CC(OCC(O)CN2CCN(Cc3ccccc3)CC2)CC(C)(C)C1 (stereo not given)

In the list so far, these contain a nitro group on carbon:
hIAP activ | PfG6PD inh | APOBEC3A inh | ATG4B inh | HKDC1 inh | mIAP activ | mIAP inh | hIAP block | mol
1.1 | 2 | 1 | -4 | -9 | 1 | -3 | -9 | COc1ccc(CN(CCO)CCO)cc1[N+](=O)[O-]
1.1 | -4 | -3 | 1 | -5 | 0.89 | 11 | -10 | CN1CCN(c2nc(NCc3ccco3)nc(N)c2[N+](=O)[O-])CC1

More entries follow.
hIAP activ | PfG6PD inh | APOBEC3A inh | ATG4B inh | HKDC1 inh | mIAP activ | mIAP inh | hIAP block | mol
1.2 | 6 | -2 | 0 | 0 | 0.97 | 3 | -24 | O=C(NCCC1CCCCN1S(=O)(=O)c1ccccc1)C(=O)NCc1ccncc1 (stereo not given)
0.91 | -4 | 0 | -12 | -2 | 0.93 | 7 | 10 | CCCCc1nnc(NC(=O)C2CC(=O)N(Cc3ccccc3)C2)s1 (stereo not given)
0.9 | 1 | 0 | 1 | 9 | 0.96 | 4 | 10 | COCCNC(=O)CSCc1nc(-c2ccc(SC)cc2)oc1C
0.94 | 24 | 0 | 18 | 2 | 0.93 | 7 | 6 | O=C1/C(=C\c2ccc3ccccc3c2)CCCc2ccccc21
